Screening results (PubChem)
Ins promoter up: MIN6 insulin promoter up-regulation. 190,000 compounds, 0.3% hits. z-score at 5 µM. MIN6 insulin promoter-GFP reporter, high-content imaging; active compounds read high;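 active = z-score above 3 at 5 µM with at least 500 cells counted in the well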
Myeloid diff MLP: promotes myeloid progenitor differentiation. ER-HoxA9 myeloid progenitors, lysozyme-GFP differentiation, flow cytometry. calls only at 10 µM. 360,000 compounds, 1% hits. AID 624256;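 active = normalized GFP-positive differentiation at or above the plate's own cutoff, the solvent-only control mean plus 3 SD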;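 note: cells exposed to compound for four days before flow analysis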
T cell HTS: T cell immune modulators affecting CD8 T cell-vesicle binding; 2C CD8+ T cell-vesicle binding, flow cytometry; active compounds read low; calls only at 7 µM; 330,000 compounds, 0.068% hits;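 active = response, share of CD8 T cells binding vesicles, and their 90th percentile fluorescence all below set limits, cut at about 80% in these data, passing the limit was not always enough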
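Material: 2C TCR transgenic mouse naive CD8+ T cells, MACS-purified. Also added: QL9-charged Drosophila Ld/ICAM-1/B7-1 vesicles. Timing: binding 1.5 h at 37 °C. Measured by: high-throughput flow cytometry with anti-B7-1 and anti-CD8 staining. Read-out: percent CD8+ FL2 mean versus row control. Controls: Unloaded micro-vesicles (low), QL9 vesicles with 0.7% DMSO (high).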
WT yeast gro inh: growth inhibition of WT yeast, mitochondrial fusion screen; mitochondrial fusion phenotypic screen, WT strain; inhibition, % at 10 µM; 190,000 compounds, 2.1% hits; in the data active = inhibition above about 58%; tested in S. cerevisiae
West Nile antiviral: West Nile virus antiviral activity, cell-based, CPE readout (AID 1621); West Nile virus-infected cells, CPE inhibition; higher % means a stronger effect; one-dose CPE inhibition, % at 10 µM; IC50 in µM for titrated hits; 290,000 compounds, 0.02% hits; in the data active = a potency from the dose series; note: strong numbers were not always called active
bCat nuc transl: beta-catenin nuclear translocation modulation; HeLa beta-catenin nuclear translocation, immunofluorescence imaging; nuclear translocation activity, % at 5 µM; 190,000 compounds, 0.3% hits;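 active = nuclear translocation activity above 50% at 5 µM, with a well cell count of 50 or more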;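 note: per-cell ratio of nuclear to cytoplasmic median beta-catenin stain intensity; plate controls were DMSO negative control for no effect and GSK-3 inhibitor IX positive control for full effect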
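Test system: human HeLa cells, endogenous beta-catenin. Times: 24 h compound exposure, 37°C. Measured by: beta-catenin immunofluorescence imaging with DAPI.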
MT stabilize HCS: stabilizes microtubules in HeLa cells; HeLa tubulin immunostaining HCS, 24 h; share of cells brighter than vehicle mean+2SD; % tubulin-high responders, % at 10 µM; 200,000 compounds, 0.83% hits;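 active = plate Z-score above 3 for both tubulin-high and condensed-nucleus cell shares, with cell loss under 80%, at 10 µM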;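 note: anti alpha tubulin signal scored within the nucleus-defined area of each cell; some results filed as inactive read as strong as hits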
Lipid droplet: modulators of hepatic lipid droplet formation | AML12 mouse hepatocytes, oleate lipid droplets, BODIPY imaging | inhibition, % at 6.5 µM | 240,000 compounds, 0.4% hits | AID 1656;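 active = lipid droplet intensity inhibited by at least 50%, with more than 500 cells counted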
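System: AML12 hepatocytes (mouse). Probe or stimulus: oleic acid at 100 µM to induce lipid droplet formation. Times: overnight treatment with compound plus oleate. Detection: Image-based BODIPY and DAPI two-channel analysis. Evaluation: percent inhibition of filter-corrected integrated lipid droplet intensity per well.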
Autophagy HCS: alters autophagy in cells; calls only at 10 µM (by protocol); MEF GFP-LC3 puncta imaging; test concentration mostly 10 µM; 190,000 compounds, 0.98% hits;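 active = percentage of spot-positive cells more than 3 SD above its plate mean, without a fluorescence outlier flag or 80% toxicity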;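 note: spot-positive cell cutoff set from DMSO-treated cells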
WT yeast gro inh mutant strain: further read-out of WT yeast gro inh, marked with its call; inhibition, %; mitochondrial fusion phenotypic screen, mutant strain inhibition
Ins promoter up cell count: recorded beside Ins promoter up, whose call it bears; cell count; measured here: cytotoxicity, nuclei count;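 total cells summed across four imaged fields per well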
Lipid droplet cells 6.5 µM: recorded beside Lipid droplet, whose call it bears; cell count; measured here: cell count, cytotoxicity flag;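 cells counted across two imaged fields per well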
bCat nuc transl cell count 5 µM: recorded beside bCat nuc transl, whose call it bears; cell count; measured here: cell count, cytotoxicity flag
T cell HTS vesicle-bound %: also measured in T cell HTS; calls as there; double positive events, %; measured here: CD8+ vesicle-bound cell fraction;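 binding gate set so that unloaded-vesicle control wells show 10% double positive cells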
MT stabilize HCS Hoechst-high %: recorded beside MT stabilize HCS, whose call it bears; % Hoechst-high responders; measured here: nuclear condensation Hoechst responders;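 share of cells brighter than vehicle mean plus two SD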
MT stabilize HCS cytotoxicity %: recorded beside MT stabilize HCS, whose call it bears; toxicity, %; measured here: cytotoxicity by cell density;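 0% = mean cell density of plate MIN control wells and 100% = no cells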
Autophagy HCS cell loss 18 h: further read-out of Autophagy HCS, marked with its call; toxicity, %; measured here: cell loss, nuclei count;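 cell loss after 18 h compound exposure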
Myeloid diff MLP GFP+ MAC1+ %: also measured in Myeloid diff MLP; calls as there; GFP+ MAC1+ double positive, %; measured here: differentiation confirmed by MAC1 staining
An asterisk follows results filed as active; i = inactive; . = no result given; + = active, no number.

item	compound	Ins promoter up	Ins promoter up cell count	Myeloid diff MLP	Myeloid diff MLP GFP+ MAC1+ %	T cell HTS	T cell HTS vesicle-bound %	WT yeast gro inh	WT yeast gro inh mutant strain	West Nile antiviral	bCat nuc transl	bCat nuc transl cell count 5 µM	MT stabilize HCS	MT stabilize HCS Hoechst-high %	MT stabilize HCS cytotoxicity %	Lipid droplet	Lipid droplet cells 6.5 µM	Autophagy HCS	Autophagy HCS cell loss 18 h
1	Cc1nc2ccc(C(C(F)(F)F)(C(F)(F)F)C(F)(F)F)cc2[nH]1	-0.29	1290	i	1.2	i	37.9	83.8	88.3	-0.5%	.	.	3.6	1.6	7.3	8.4	690	i	-4.2
2	O=C1Nc2ccccc2SC(c2ccccc2)C1O (stereo unspecified)	1.77	649	i	0.5	.	.	10.9	21.7	0.1%	-2.4	1042	3.0	2.1	2.5	-0.3	690	i	2.0
3	CCCc1nnc(NC(=O)C2CCN(C(=O)c3ccco3)CC2)s1	.	.	i	0.4	i	35.2	.	.	1.3%	.	.	.	.	.	11.1	756	.	.
4	CCOc1ccc2nc(NC(=O)c3c([N+](=O)[O-])cnn3CC)sc2c1	0.46	1237	i	0.5	i	52.8	4.8	-0.2	1.3%	.	.	2.6	2.6	7.5	-4.0	710	i	3.0
5	NC(=O)C1(N2CCCCC2)CCN(C(=O)CSc2nc3ccccc3o2)CC1	.	.	i	0.0	i	48.3	.	.	-0.1%	.	.	1.5	2.0	4.1	.	.	i	-3.8
6	CC(=O)CC(C)(C)n1nnc(-c2ccccc2)n1	-0.25	1327	i	0.3	i	28.5	-16.7	-6.3	0.0%	-7.6	1304	1.4	1.3	5.1	2.2	755	i	-1.7
7	Cc1ccc(NC(=O)C2CC(O)CN2C(=O)OCc2ccccc2)c(C)c1 (stereo unspecified)	.	.	i	1.5	i	23.0	.	.	-0.5%	.	.	.	.	.	-2.2	806	.	.
8	Cc1cc(C(=O)N/N=C2\CC(=O)CC(C)(C)C2)c(C)n1-c1ccccc1	-0.35	967	i	0.5	i	53.6	7.4	-2.2	-0.7%	.	.	2.3	1.7	2.6	9.9	613	i	0.3
9	CSc1nc(SCC(N)=O)c2c3c(sc2n1)CN(C)CC3	0.17	1223	i	2.1	i	22.4	-3.8	-6.9	0.1%	3.2	815	7.1	1.6	7.0	.	.	i	-6.8
10	COc1cc(CNc2ccc(N3CCCC3)cc2)ccc1OCc1ccccc1F	0.64	1377	+	8.4*	i	40.1	10.8	3.7	-0.1%	-1.1	1009	2.3	2.9	3.3	-7.3	577	i	4.7
11	Cc1ccc(/C(N)=N/OC(=O)COc2ccccc2Cl)cc1	0.46	2013	i	0.7	i	28.0	1.0	-27.2	1.0%	-0.2	1041	2.2	1.4	8.7	8.8	737	i	10.8
12	O=C(COc1ccc(S(=O)(=O)NCc2ccccc2)cc1Cl)NCc1ccccn1	.	.	i	0.3	i	16.7	.	.	-0.8%	.	.	.	.	.	-13.7	826	.	.
13	CN(CC(=O)O)c1ccc(C(F)(F)F)cc1[N+](=O)[O-]	-0.13	1550	i	0.9	.	.	9.5	-0.7	0.2%	5.0	897	2.5	1.5	8.2	13.9	650	i	15.3
14	CCC(C)n1c(=N)c(C#N)cc2c(=O)n3cc(C)ccc3nc21 (stereo unspecified)	0.19	1083	i	0.7	i	54.7	-5.6	-12.1	-0.5%	-0.1	1504	1.7	1.8	2.5	-7.9	677	i	-3.7
15	Cc1c(NC(=O)OCc2ccccc2)c(=O)n(-c2ccccc2)n1C	0.44	925	i	2.2	i	31.7	7.6	0.8	-0.2%	.	.	2.4	2.9	6.7	.	.	i	-6.0
16	COc1ccc(CCC(=O)O)c(O)c1	0.33	1064	i	4.6	i	41.4	.	.	-0.5%	-1.9	1198	.	.	.	7.9	781	.	.
17	CC(C)(C)c1ccc(C(=O)NCC(=O)OCN2C(=O)c3ccccc3C2=O)cc1	.	.	i	0.7	i	21.6	-7.2	-9.3	0.1%	-1.5	1186	3.8	2.5	4.0	-1.0	752	i	-1.4
18	CC(C)N(C(=O)Cn1c(Cl)nc2ccccc21)C(C)C	-0.28	1450	i	0.2	i	28.3	14.3	2.4	0.3%	-0.8	1086	1.3	1.1	5.6	3.0	735	i	1.1
19	COc1ccccc1NC(=O)N(Cc1ccco1)Cc1cc2cccc(C)c2[nH]c1=O	-0.55	1856	i	0.6	i	33.6	-16.6	-6.5	1.5%	1.4	1071	1.9	2.6	5.1	-29.2	708	i	0.1
20	COc1cccc(CNC(=O)CCCSc2ccccc2)c1	.	.	i	0.7	i	22.1	.	.	0.0%	.	.	.	.	.	11.8	812	.	.
21	CC(c1ccccc1)c1nnc(NC(=O)c2ccc3c(c2)OCO3)s1 (stereo unspecified)	0.43	958	i	1.0	i	24.1	.	.	0.1%	1.0	1249	.	.	.	7.2	712	.	.
22	Cc1ccc(CN(c2ccc(C(=O)N3CCOCC3)cc2)S(C)(=O)=O)cc1	-0.23	1245	i	0.9	i	19.9	2.7	-0.2	0.1%	-1.4	932	5.3	1.6	1.3	.	.	i	-0.4
23	Cc1ccc(-c2cn3nc(C)c(C)nc3n2)cc1	-0.11	1233	i	0.6	i	43.1	1.0	6.1	.	.	.	3.7	2.6	18.9	-2.6	670	i	-60.3
24	CC(C)c1ccc(NC2CCCN(C(=O)c3ccsc3)C2)cc1 (stereo unspecified)	.	.	i	8.2	i	61.2	.	.	-1.1%	.	.	.	.	.	-2.4	707	.	.

3 entries from above, arranged by formula weight, highest first.
item	compound	Ins promoter up	Ins promoter up cell count	Myeloid diff MLP	Myeloid diff MLP GFP+ MAC1+ %	T cell HTS	T cell HTS vesicle-bound %	WT yeast gro inh	WT yeast gro inh mutant strain	West Nile antiviral	bCat nuc transl	bCat nuc transl cell count 5 µM	MT stabilize HCS	MT stabilize HCS Hoechst-high %	MT stabilize HCS cytotoxicity %	Lipid droplet	Lipid droplet cells 6.5 µM	Autophagy HCS	Autophagy HCS cell loss 18 h
5	NC(=O)C1(N2CCCCC2)CCN(C(=O)CSc2nc3ccccc3o2)CC1	.	.	i	0.0	i	48.3	.	.	-0.1%	.	.	1.5	2.0	4.1	.	.	i	-3.8
17	CC(C)(C)c1ccc(C(=O)NCC(=O)OCN2C(=O)c3ccccc3C2=O)cc1	.	.	i	0.7	i	21.6	-7.2	-9.3	0.1%	-1.5	1186	3.8	2.5	4.0	-1.0	752	i	-1.4
20	COc1cccc(CNC(=O)CCCSc2ccccc2)c1	.	.	i	0.7	i	22.1	.	.	0.0%	.	.	.	.	.	11.8	812	.	.

New compounds follow
item	compound	Ins promoter up	Ins promoter up cell count	Myeloid diff MLP	Myeloid diff MLP GFP+ MAC1+ %	T cell HTS	T cell HTS vesicle-bound %	WT yeast gro inh	WT yeast gro inh mutant strain	West Nile antiviral	bCat nuc transl	bCat nuc transl cell count 5 µM	MT stabilize HCS	MT stabilize HCS Hoechst-high %	MT stabilize HCS cytotoxicity %	Lipid droplet	Lipid droplet cells 6.5 µM	Autophagy HCS	Autophagy HCS cell loss 18 h
25	Clc1ccc2[nH]cc(-c3nnnn3-c3ccccc3)c2c1	0.08	1615	i	0.8	i	53.6	20.5	7.9	0.1%	-2.2	1355	28.1	15.4	24.8	.	.	i	20.4
26	Cc1ccc(/C=N/NC(=O)c2cccc3ccccc23)o1	.	.	i	0.5	i	15.8	.	.	0.9%	.	.	.	.	.	-14.1	706	.	.
27	CCOC(=O)CNc1nc(C(C)(C)C)nc2c1nnn2Cc1ccccc1Cl	-0.59	1050	i	1.1	i	30.0	0.0	-12.0	-0.9%	-4.3	996	3.1	2.7	7.4	.	.	i	20.4
28	CCOc1cccc(C(=O)NC2CCCCC2)c1	-0.55	1288	i	0.4	i	38.6	-14.0	-2.2	-0.7%	-1.6	1213	3.8	1.9	5.0	-3.1	775	i	-5.1
29	Cc1onc(C(=O)Nc2c(C)n(C)n(-c3ccccc3)c2=O)c1[N+](=O)[O-]	1.07	1029	i	0.3	i	37.0	.	.	0.0%	-1.9	1291	.	.	.	-0.4	734	.	.
30	O=C(Nc1cccc(Cl)c1)OCCOc1ccccc1	.	.	i	0.2	i	34.5	.	.	-1.7%	.	.	.	.	.	-27.9	815	.	.
31	COc1ccccc1N1C(=O)c2ccc(C(=O)Nc3ccc(C(=O)O)cc3)cc2C1=O	.	.	i	0.2	i	18.7	.	.	-0.7%	.	.	.	.	.	0.7	809	.	.
32	O=C(c1ccnc(Cl)c1)N1CCCC(Nc2ccc(F)cc2)C1 (stereo unspecified)	.	.	i	0.8	i	57.5	.	.	1.0%	.	.	.	.	.	-1.9	813	.	.
33	CCN(CC)C(=O)Oc1ccc(Cl)c2cccnc12	0.18	1553	i	0.7	i	28.6	-18.0	2.0	-0.2%	-0.5	1561	4.9	1.2	12.3	0.4	665	i	-3.7
34	CC(C)C[C@@H]1NC(=O)[C@H](Cc2ccc(O)cc2)NC(=O)[C@H](CCC(N)=O)NC(=O)c2cc([N+](=O)[O-])cc(I)c2NCC[C@@H](C(N)=O)NC1=O	0.29	1284	.	.	.	.	-3.6	-14.9	.	.	.	1.8	2.4	10.6	6.1	760	i	-48.5

Rows were taken by chance (roughly 3.9% active in at least one column).
